# Compound activity from PubChem.
# Hsp70 act: switches on Hsp70 transcription | HeLa Hsp70 promoter luciferase reporter, luminescence; scaled: vehicle 0, proteasome-inhibitor control 100% | activation, % at 10 µM | actives 0.04% (n = 200,000) | AID 1203;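 active = activation above the mean across all tested compounds plus 3 SD, cutoff set per campaign, cut at about 5.5% in these data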;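 also: 100% = MG132 at 30 µM as the positive control and 0% = DMSO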
# STAT3 act: increases IL-6 driven STAT3 reporter signal | U3A cells, IL-6 STAT3-luciferase reporter, luminescence; 100% = signal with IL-6 EC80 alone | activation (% of control), % at 5.6 µM | actives 0.91% (n = 190,000) | AID 871;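 active = activation above the screen-wide mean of compound activation plus 3 SD, cut at about 130% in these data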;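 also: 0% = background luminescence of wells with medium and substrate only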
#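 Test system: Human STAT1-deficient U3A cells with stable STAT3-luciferase reporter | Also added: Interleukin-6, 33 ng/mL | Timing: Compound pre-incubation 1 h before IL-6, then 6 h stimulation at 37 °C | Technique: Luciferase reporter luminescence | Read-out: Percent of IL-6-only median luminescence | Benchmarks: IL-6-only wells as 100% reference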
# STAT1 activator: STAT1 signaling activation; NIH 3T3 STAT1-luciferase reporter, IFN-gamma, luminescence; 100% = IFN-gamma alone, no compound; activation (% of control), % at 5.5 µM; actives 2.6% (n = 200,000); AID 932;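 active = activation above the screen-wide mean activation plus 3 SD, cut at about 130% in these data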;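 also: raw ratio to IFN-gamma control signal so 100% means no change and 0% no light; values of inactives mirror those of a sister screen read the other way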
# APP 5'UTR act: APP 5'UTR luciferase reporter activation; SH-SY5Y APP 5'UTR luciferase reporter, luminescence; zero percent = DMSO vehicle wells; activation, % at 2 µM; actives 1% (n = 190,000); AID 1276;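 active = activation above a set limit, based on mean plus 3 SD of controls, cut at about 140% in these data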; also: values of inactives mirror those of a sister screen read the other way
# TLR4 MyD88 comp: blocks binding of human TLR4 to MyD88. actives 0.18% (n = 200,000). inhibition, % at 8.4 µM. HeLa CL3-4 TLR4/MyD88 BLA complementation, FRET ratio. O00206+Q99836; in the data active = inhibition above about 25%;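 also: 0% = vehicle and 100% = reference inhibitor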
# Target sequence (O00206 whole entry, looked up): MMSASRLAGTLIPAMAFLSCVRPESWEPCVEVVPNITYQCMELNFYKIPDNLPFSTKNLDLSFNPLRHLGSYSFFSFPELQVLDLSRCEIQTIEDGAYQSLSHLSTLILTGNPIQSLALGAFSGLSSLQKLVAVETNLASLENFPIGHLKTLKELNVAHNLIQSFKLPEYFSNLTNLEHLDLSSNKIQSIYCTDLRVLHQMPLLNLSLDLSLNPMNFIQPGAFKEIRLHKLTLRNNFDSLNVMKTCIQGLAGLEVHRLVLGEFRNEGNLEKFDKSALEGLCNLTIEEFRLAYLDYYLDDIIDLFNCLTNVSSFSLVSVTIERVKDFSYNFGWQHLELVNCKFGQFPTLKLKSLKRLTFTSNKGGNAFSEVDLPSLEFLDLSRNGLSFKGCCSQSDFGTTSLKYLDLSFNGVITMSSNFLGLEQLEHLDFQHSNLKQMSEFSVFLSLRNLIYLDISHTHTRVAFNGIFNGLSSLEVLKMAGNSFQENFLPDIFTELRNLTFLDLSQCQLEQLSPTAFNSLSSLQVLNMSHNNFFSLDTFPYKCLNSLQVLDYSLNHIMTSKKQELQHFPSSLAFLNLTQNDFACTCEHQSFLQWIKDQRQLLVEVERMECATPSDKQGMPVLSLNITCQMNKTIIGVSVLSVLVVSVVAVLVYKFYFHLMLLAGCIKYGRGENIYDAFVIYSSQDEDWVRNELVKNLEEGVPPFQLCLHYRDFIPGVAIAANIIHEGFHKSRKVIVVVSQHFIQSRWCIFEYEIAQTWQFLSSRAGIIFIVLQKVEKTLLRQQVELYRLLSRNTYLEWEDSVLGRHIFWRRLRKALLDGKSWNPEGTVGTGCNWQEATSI
# Target sequence (Q99836 whole entry, looked up): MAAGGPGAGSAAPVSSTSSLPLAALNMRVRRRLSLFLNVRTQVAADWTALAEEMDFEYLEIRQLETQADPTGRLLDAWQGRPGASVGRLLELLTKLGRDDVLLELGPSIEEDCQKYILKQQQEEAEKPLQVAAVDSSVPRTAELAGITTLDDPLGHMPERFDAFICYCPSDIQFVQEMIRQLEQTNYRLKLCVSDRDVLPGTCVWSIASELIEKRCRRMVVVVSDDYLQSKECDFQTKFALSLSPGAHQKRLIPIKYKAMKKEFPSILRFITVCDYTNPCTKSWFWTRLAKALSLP
# STAT3 blocker: inhibitors of IL-6 induced STAT3 signaling. actives 0.89% (n = 190,000). AID 862. U3A cells, IL-6 STAT3-luciferase reporter, luminescence; host cell line lacks STAT1. inhibition, % at 5.5 µM;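 active = inhibition above the mean inhibition across all screened compounds plus 3 SD, cut at about 44% in these data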;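 also: 0% = DMSO only wells and 100% = 100 µM nifuroxazide control wells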
# NF-kB expr up: NF-kB expression increase, human neuronal cells | NF-kB reporter expression; active compounds read high | fold change at 12.5 µM | actives 1.6% (n = 190,000) | AID 1239; in the data active = fold change above about 3.3
# DTT redox prof: compounds producing H2O2 with reducing agent – biochemical, NIH compound library profiling, artefact control for MLSCN library redox annotation, primary screen; DTT-dependent redox cycling H2O2, phenol red/HRP absorbance; 100% = 100 µM peroxide control, 0% = buffer; activation, % at 10 µM; actives 0.03% (n = 200,000);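 active = activation of at least 50% relative to the plate's high and low controls in the primary single-dose screen; inactive = activation below 50%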;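 also: compound incubated with DTT at 0.8 mM final as the reducing agent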
# STAT1 inh: inhibitors of IFN-gamma induced STAT1 signaling; actives 0.35% (n = 200,000); NIH 3T3 STAT1-luciferase reporter, luminescence; AID 920; inhibition, % at 5.5 µM;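 active = inhibition above a set limit, the mean inhibition across all tested compounds plus 3 SD, cut at about 34% in these data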;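 also: 0% = IFN-gamma with DMSO and 100% = IFN-gamma with 300 µM nifuroxazide; values of inactives mirror those of a sister screen read the other way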
# Efa HMGR inh: inhibitors of class II HMG-CoA reductase from Enterococcus faecalis; actives 0.41% (n = 190,000); purified E. faecalis HMGR, NADPH absorbance 340 nm kinetic; inhibition, % at 10 µM;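 active = inhibition above a set limit, the median over all tested compounds plus 3 SD, cut at about 9.5% in these data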;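 also: enzyme runs in reverse so mevalonate oxidation gives rising NADPH absorbance; 0% = complete reaction with DMSO and 100% = background rate lacking mevalonate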
# * hit, by the source's call; · = not tested or not shown.
SMILES,Hsp70 act,STAT3 act,STAT1 activator,APP 5'UTR act,TLR4 MyD88 comp,STAT3 blocker,NF-kB expr up,DTT redox prof,STAT1 inh,Efa HMGR inh
Cc1ccccc1-c1cc2c(nn1)-c1ccccc1C2=O,-0.2,144.6*,88.2,16.7,-13.8,-52.8,0.96,0.3,12.8,6.2
O=C(Nc1ccc2c(c1)OCCO2)Nc1ccc2c(c1)OCO2,-0.3,57.5,71.8,173.8*,3.5,54.2*,6.63*,-0.4,30.2,0.6
O=C(O)c1ccc2c(c1)C(=O)N(c1ncccn1)C2=O,0.4,100.1,108.9,-17.6,-11.9,3.5,1.3,-0.4,-9.8,-9.4
CCOC(=O)c1cc(-c2ccccc2)sc1NC(=O)CN1C(=O)NC(CC)(c2ccccc2)C1=O (configuration not stated),-0.1,92.5,101.7,·,-2.9,7.6,0.87,-0.2,-1.8,-5.3
COc1cc2c(C)nc3c(cnn3-c3ccccc3)c2cc1OC,0.2,100.6,144.1*,78.9,5.0,5.5,·,-0.4,-47.4,-0.2
Cc1ccc(NC(=O)OCc2cc(-c3ccccc3)on2)cc1,0.0,105.1,116.5,15.7,20.7,0.7,1.74,-0.1,-20.4,-1.4
O=C(NCS(=O)(=O)c1ccccc1)c1ccccc1,-0.3,98.3,98.1,19.1,-6.9,9.5,1.13,-0.5,2.1,0.2
O=C(CSc1ccc2ccccc2c1)NC1CCCc2ccccc21 (configuration not stated),0.0,105.1,99.0,-9.4,-3.6,-2.7,0.95,0.6,1.1,-2.3
O=C(CCN1C(=O)S/C(=C/c2ccc(Cl)cc2)C1=O)N1CCOCC1,-0.2,102.4,101.0,-4.0,-8.3,-5.6,1.13,-0.2,1.3,-1.2
CC(=O)N1N=C(c2cccc(NS(C)(=O)=O)c2)CC1c1cccs1 (configuration not stated),0.3,102.3,99.3,14.8,-9.4,8.1,1.06,-1.0,-1.0,-2.3
O=c1c2ccccc2nc2c3ccccc3ncn12,-0.1,85.1,102.0,-9.4,-28.2,24.8,·,-4.1,-2.2,·
COc1ccc(N2C(=O)C(Cl)=C(NCc3ccccc3)C2=O)cc1,-0.3,105.5,113.0,-4.9,5.4,-0.5,1.24,-0.1,-14.3,1.7
CC(C)S(=O)(=O)c1ccc(C(=O)Nc2ccc(F)cc2F)cn1,-0.5,96.4,99.7,4.7,15.2,9.0,1.07,0.0,-2.6,-4.4
COc1ccc(C2CC(=O)CC(=O)C2n2cncn2)cc1 (configuration not stated),-0.4,102.1,95.1,-8.9,9.4,3.6,1.24,-3.4,5.4,1.6
CCn1c2ccccc2c2cc(/C(C)=N/O)ccc21,-0.4,79.8,105.0,1.5,-10.4,26.6,0.99,-8.1,-5.5,-3.9
CC(C)NC(=O)Cn1cnc2c1c(=O)n(C)c(=O)n2C,0.2,100.1,98.2,-4.5,-1.8,3.0,0.95,0.6,2.0,-3.1
Nc1ccc(NS(=O)(=O)c2ccccc2)cc1,-0.3,99.2,93.7,-3.7,1.6,5.7,1.18,-1.2,6.6,-1.4
Cc1cc(C(=O)NNC(=S)NCc2ccco2)n(C)n1,0.9,100.8,102.0,-14.4,-6.2,2.3,1.04,-0.7,-3.1,-4.2
CCOc1cc(OCC)cc(C(=O)NCCCN2CCOCC2)c1,-0.1,94.7,102.7,2.9,8.5,17.0,1.23,-0.5,-3.7,-5.9
Cc1ccc2nc3ccc(N4CCN(C)CC4)nn3c(=O)c2c1,-0.2,120.3,136.6*,54.3,-6.3,-19.2,2.24,-3.7,-40.3,-4.5
COC(=O)C1=C(C)N(c2ccc(OC)c(OC)c2)C(=O)C1,-0.4,97.8,93.5,23.2,9.2,8.9,1.57,-1.6,7.6,-2.4
CCN1CCN(C(=O)CN(C)S(=O)(=O)c2cc(C)ccc2OC)CC1,-0.1,101.6,101.2,-10.3,14.8,0.0,1.23,-0.1,-2.9,-0.3
Cc1ccc(-n2c(C)nc3c(cnn3-c3ccc(F)cc3)c2=O)cc1,-0.3,61.1,97.4,-10.3,-9.1,53.0*,1.12,2.1,2.8,-4.8
CCCCc1nnc(NC(=O)c2nc3nccc(C)n3n2)s1,-0.3,105.4,83.5,10.6,-4.1,-1.3,1.28,0.1,17.4,-2.4
O=C(NCc1ccc2c(c1)OCO2)C1CCCN1C(=O)Nc1ccc(F)cc1 (configuration not stated),-0.2,103.5,100.5,-15.0,5.2,1.6,1.02,-2.6,-0.5,-5.5
Cc1ccc(C)c(OCC(=O)Nc2ccc(S(=O)(=O)N3CCN(C)CC3)cc2)c1,-0.2,102.2,101.8,-26.0,-5.5,0.6,1.22,0.8,-3.0,-0.1
Cc1ccc(C)c(NC(=O)CCC(=O)N/N=C/c2cc([N+](=O)[O-])ccc2O)c1,0.1,101.4,100.8,9.2,5.9,1.8,1.15,-0.7,-3.0,1.7
Cc1[nH]c2ccccc2c1/C=N/NC(=O)Cc1cccs1,-0.4,93.9,105.1,-19.0,-10.1,5.3,1.01,-0.1,-3.0,-0.6
CCOC(=O)c1sc2ccc(S(=O)(=O)N3CCCCC3)cc2c1N,-0.2,86.2,100.6,5.2,-9.5,17.9,1.26,0.1,-0.7,-1.7
Cc1csc(NC(=O)c2sc3nc(-c4cccs4)ccc3c2N)n1,0.2,69.5,100.8,91.7,5.5,40.8,0.96,2.2,-0.9,-2.5
CN1CC2CCCC3(C1)C(=O)NC1(CCCCC1)N=C23 (configuration not stated),0.0,98.8,104.6,-5.8,0.1,7.8,1.18,0.3,-4.3,-9.8
CCCCN(C(=O)/C=C/c1ccco1)c1c(N)n(CC(C)C)c(=O)[nH]c1=O,-0.3,98.0,97.7,-11.0,5.2,4.0,1.85,0.2,1.4,1.3
CC(C)(C)OC(=O)[C@H](Cc1ccccc1)NC(=O)c1nc[nH]c1C(=O)NCc1ccccc1,-0.1,·,106.8,-9.8,4.2,·,0.95,0.7,-5.7,-5.4
OCCN(C=NC1=NN(c2cccc(C(F)(F)F)c2)CC1)CCO,0.0,105.1,97.0,-6.1,1.7,-5.0,1.11,20.3,3.4,-2.8
COC(=O)C(Cc1ccccc1)NC(=O)C12CC3CC(CC(C3)C1)C2 (configuration not stated),-0.3,92.3,101.8,13.7,3.8,11.7,1.17,0.1,-2.0,0.6
COc1cc2c(cc1OC)-c1nnc(C)n1C(C)(C)C2,-0.1,104.4,108.2,12.2,-11.6,1.3,1.07,-0.8,-8.2,-2.5
COC(=O)c1ccc(CSc2nc3scc(-c4cccs4)c3c(=O)[nH]2)o1,-0.2,108.8,95.8,14.7,3.9,-1.1,1.11,4.2,4.6,-5.8
COc1ccc(C2=NO[C@@H]3C(=O)N(c4ccc5c(c4)OCCO5)C(=O)[C@H]23)cc1OC,-0.1,91.8,96.9,20.6,-11.6,14.0,0.51,1.7,3.3,4.4
COc1ccc(CC(=O)Nc2ccccc2N2CCOCC2)cc1OC,0.1,106.4,92.9,-8.0,-1.5,-6.1,1.03,-1.4,7.4,-4.3
CC(C)CCn1cnc2c1c(=O)n(C)c(=O)n2C,0.1,101.0,97.0,7.2,4.0,1.6,0.99,2.1,3.2,-10.4
COC(=O)C1=C(SC)N(c2ccccc2)C(c2ccccc2)CC1=O (configuration not stated),-0.4,90.0,91.6,-11.2,-13.6,14.6,1.02,-0.8,9.6,-2.8
NS(=O)(=O)c1cccc(NC(=O)CSc2ncc(C(F)(F)F)cc2Cl)c1,-0.4,96.2,100.2,0.4,-16.5,2.5,1.09,-0.1,-0.2,-4.5
CCCCCCSc1ncc(C#N)c(N)n1,0.2,102.2,119.2,9.1,5.8,3.8,2.23,-1.2,-21.0,-7.6
Cc1ccccc1-n1c(C)cc(/C=N/NC(=O)c2ccncc2)c1C,-0.1,101.8,109.6,17.6,-3.4,7.3,1.48,1.7,-19.1,-0.1
CC(C)c1ccc(NC2(C#N)C(=O)Nc3ccccc32)cc1 (configuration not stated),-0.3,104.2,104.2,9.8,-6.7,-0.2,1.2,1.6,-4.6,-1.1

# Three compounds from above, ordered by their value in NF-kB expr up, ascending.
structure	NF-kB expr up
COc1ccc(C2=NO[C@@H]3C(=O)N(c4ccc5c(c4)OCCO5)C(=O)[C@H]23)cc1OC	0.51
COc1cc2c(cc1OC)-c1nnc(C)n1C(C)(C)C2	1.07
COC(=O)c1ccc(CSc2nc3scc(-c4cccs4)c3c(=O)[nH]2)o1	1.11

# Continued:
SMILES,Hsp70 act,STAT3 act,STAT1 activator,APP 5'UTR act,TLR4 MyD88 comp,STAT3 blocker,NF-kB expr up,DTT redox prof,STAT1 inh,Efa HMGR inh
CCOC(=O)NC1(NC(C)C)Oc2ccccc2O1,0.1,99.0,105.0,6.0,4.4,2.4,0.84,0.2,-5.0,-0.6
Cc1ccc(NC(=O)CCC(=O)NNC(=O)COc2ccccc2)cc1C,-0.3,92.1,94.0,25.7,-1.6,12.8,1.16,0.0,6.8,1.2
Cc1cc(C)nc(SCC(=O)Nc2ccc(S(=O)(=O)NCCO)cc2)n1,0.0,101.6,106.9,8.0,-4.9,-0.4,1.01,-0.4,-7.5,-4.0
Cc1ccc(S(=O)(=O)c2cc(O)ccc2O)cc1C,-0.3,103.0,92.1,-0.5,-18.1,5.0,1.04,0.2,8.6,1.1
COc1ccc(N2CCN(C(=O)Cc3ncc(C(F)(F)F)cc3Cl)CC2)cc1,-0.2,102.1,107.0,6.4,-0.9,7.0,1.12,0.9,-0.6,-2.7
CC/C(=N/NS(=O)(=O)c1ccc(Cl)cc1)c1ccc(O)cc1,-0.2,108.5,100.6,12.2,-5.1,-13.1,0.93,0.1,-0.7,2.1
COc1ccccc1Nc1nnc(SCC(=O)N2CCCC2)s1,-0.3,99.1,106.2,10.9,-6.9,6.4,1.53,2.5,-6.8,-0.6
COc1cc(/C=N/NC(=O)C[n+]2ccccc2)cc(OC)c1OC,-0.2,98.2,104.7,-5.0,-8.2,-0.3,1.24,-0.3,-2.6,-1.0
CC(=O)c1cnc(Nc2nc(C)c3ccccc3n2)nc1C,-0.1,96.4,104.0,11.0,-6.8,3.8,0.54,1.5,-4.4,-2.8
Cc1nc(CNS(=O)(=O)c2ccc3c(c2)OCCO3)cs1,-0.3,94.8,95.8,5.1,-0.2,11.6,1.05,-3.4,4.6,-6.8
CC(C)CC(=O)Nc1cccc(-c2nc3ccccc3o2)c1,-0.2,92.4,106.6,8.4,8.5,17.4,1.06,2.0,-7.3,-0.8
COc1ccccc1-n1cnnc1SCC(=O)NC1CCS(=O)(=O)C1 (configuration not stated),-0.3,99.5,100.7,-12.1,13.6,2.9,1.44,-0.6,-2.5,-5.0
c1ccc(Nc2ncnc3c2oc2ccccc23)cc1,0.9,102.2,132.4*,50.5,0.8,0.0,2.19,2.4,-35.2,-9.5
Cc1nnc(SCC(=O)N2CC(=O)Nc3ccccc32)s1,-0.3,95.2,102.8,-0.3,-4.3,8.1,1.32,-1.8,-3.2,2.5
O=S(=O)(NCc1ccncc1)c1ccc(Br)s1,-0.5,33.8,72.1,-27.7,12.2,82.6*,1.42,-2.9,30.7,-4.0
